FLuc modulator – firefly luciferase modulation, counter-screen for miR-21 project. 360,000 compounds, 6.9% hits. Potency, µM (series often up to 57.5 µM), without a hit: at the top dose activity change, negative = inhibition, usual class: inhibitors. purified FLuc, Km substrates, luminescence inhibition;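 note: potency is the fitted concentration of half-maximal effect; plate controls were vehicle for no effect and reference inhibitor for full effect; nearly all actives have a fitted effect of over 55% in size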
Target sequence (P08659 whole entry, looked up): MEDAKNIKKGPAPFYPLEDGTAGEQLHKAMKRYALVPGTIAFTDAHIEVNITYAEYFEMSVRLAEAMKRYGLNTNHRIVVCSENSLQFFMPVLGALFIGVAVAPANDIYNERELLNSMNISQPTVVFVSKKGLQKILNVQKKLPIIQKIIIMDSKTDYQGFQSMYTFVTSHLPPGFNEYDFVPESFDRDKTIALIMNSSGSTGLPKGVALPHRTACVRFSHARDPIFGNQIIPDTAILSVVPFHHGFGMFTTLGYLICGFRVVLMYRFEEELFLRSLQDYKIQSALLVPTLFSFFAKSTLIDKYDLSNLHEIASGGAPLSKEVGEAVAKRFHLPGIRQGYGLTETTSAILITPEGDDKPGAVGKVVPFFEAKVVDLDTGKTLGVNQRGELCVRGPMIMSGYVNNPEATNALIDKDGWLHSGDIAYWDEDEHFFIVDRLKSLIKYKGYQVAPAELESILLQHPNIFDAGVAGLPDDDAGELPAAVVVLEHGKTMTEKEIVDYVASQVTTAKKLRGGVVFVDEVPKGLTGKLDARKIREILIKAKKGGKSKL
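Purified P. pyralis luciferase (10nM final) with 10uM D-luciferin and 10uM ATP (Km levels) in 50mM Tris acetate pH 7.5, 10mM Mg acetate, 0.01% Tween-20, 0.05% BSA; qHTS 6-point titration, ~60 µM downward; luminescence read.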
RORgamma inh – blocks mouse ROR gamma transcriptional activity | Drosophila S2 Gal4-RORgamma UAS-luciferase reporter, 20 h | Potency, µM (top dose mostly 53.6 µM), for inactives: at the highest dose activity change, negative = inhibition, usual class: inhibitors | 310,000 compounds, 5.4% hits | AID 2551; note: potency is the fitted concentration of half-maximal effect; % is set by controls: 0 for no effect and ±100 for the full control effect; nearly all actives have a fitted effect of over 60% in size
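A Gal4/UAS one-hybrid system in insect cells: metallothionein-promoter Gal4–ROR gamma fusion plus Photinus luciferase reporter. Copper sulfate 700 uM final, 20 hr ambient incubation, luminescent detection after 10 min with reagent.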
Giardia kill – kills Giardia lamblia; Giardia lamblia trophozoite viability; activity change, % at 7.66 µM, hits read low; 340,000 compounds, 0.15% hits; in the data active = activity change below about -80%; inconclusive = between about -30% and that limit;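 note: parasites exposed to compound for two days anaerobically before the ATP read; % is set by controls: 0 for no effect and ±100 for the full control effect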
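Luminescence from cellular ATP indicates surviving trophozoites (100 cells/well) following 48 hrs anaerobic compound treatment at 37 deg C; signal develops 15-30 min at room temperature.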
NPC1 prom act – activates the NPC1 promoter | AID 485313 | Potency, µM (doses to about 9.22 µM), for the others: top-dose activation, most hits filed as activators | 320,000 compounds, 2.4% hits | Huh7 NPC1 promoter luciferase reporter, 24 h;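 note: potency is the fitted concentration of half-maximal effect; % of control where 0% means no effect; nearly all actives have a fitted effect of over 60% in size; reporter is driven by a mutant NPC1 promoter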
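In 1536-well qHTS, Huh7 cells harboring an NPC1 promoter–luciferase construct received compound for 24 h; activation was quantified by luminescence following luciferase reagent addition.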
KCNH2 3.1 inh – blocks the human KCNH2 3.1 channel isoform. U2OS KCNH2 3.1, thallium flux FluxOr; stronger effect = lower value. activity change, % (tested at about 1.8 µM). 340,000 compounds, 0.95% hits;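 active = maximum activity change below -70%; inconclusive = maximum activity change from -70% to -50%; inactive = maximum activity change above -50%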;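 note: thallium influx rate constant from kinetic fluorescence after stimulation buffer; % is set by controls: 0 for no effect and ±100 for the full control effect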
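Virally transduced U2OS (3.1 isoform, 4 h infection in dark at RT) → overnight 37 C → FluxOr + Red40 in HBSS/HEPES, 45 min → stimulation buffer, 2 min kinetic read → rate constant vs DMSO controls.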
Coupling enz – coupling enzyme interference in Giardia aldolase counter-screen. coupling enzyme system counterscreen, AmpLite Red fluorescence. activity change, negative = inhibition, % at 58.2 µM, hits read low. 290,000 compounds, 0.67% hits; in the data active = activity change below about -30%; note: % is set by controls: 0 for no effect and ±100 for the full control effect
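Final compound at 57.5 uM, incubated 10 min at RT with coupling enzyme reagent (glyceraldehyde-3-phosphate), then 20 min with substrate and AmpLite Red detection. Fluorescence read at 525/598 nm; tests interference with the coupling assay, not aldolase inhibition.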
Gal4-VP16 FLuc – counter-screen for ROR gamma inhibitors: Gal4-VP16 reporter; Drosophila S2 Gal4-VP16 UAS-luciferase, luminescence, 20 h; Potency, µM (series often up to 53.6 µM), inactives show at the highest dose activity, negative = inhibition, most hits filed as inhibitors; 310,000 compounds, 3.5% hits; AID 2546;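 note: Gal4-VP16 expression switched on by copper sulfate through the metallothionein promoter; potency is the fitted concentration of half-maximal effect; % is set by controls: 0 for no effect and ±100 for the full control effect; nearly all actives have a fitted effect of over 50% in size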
Tb PFK block – T. brucei PFK enzyme inhibition; T. brucei PFK, ADP-Glo luminescence; Potency, µM (series often up to 57.5 µM), for inactives: at the highest dose activity, negative = inhibition, usual class: inhibitors; 330,000 compounds, 0.17% hits; AID 485367;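 note: potency is the fitted concentration of half-maximal effect; 0% = uninhibited 1x PFK enzyme wells and -100% = no-enzyme wells; nearly all actives have a fitted effect of over 60% in size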
Target sequence (O15648 whole entry, looked up): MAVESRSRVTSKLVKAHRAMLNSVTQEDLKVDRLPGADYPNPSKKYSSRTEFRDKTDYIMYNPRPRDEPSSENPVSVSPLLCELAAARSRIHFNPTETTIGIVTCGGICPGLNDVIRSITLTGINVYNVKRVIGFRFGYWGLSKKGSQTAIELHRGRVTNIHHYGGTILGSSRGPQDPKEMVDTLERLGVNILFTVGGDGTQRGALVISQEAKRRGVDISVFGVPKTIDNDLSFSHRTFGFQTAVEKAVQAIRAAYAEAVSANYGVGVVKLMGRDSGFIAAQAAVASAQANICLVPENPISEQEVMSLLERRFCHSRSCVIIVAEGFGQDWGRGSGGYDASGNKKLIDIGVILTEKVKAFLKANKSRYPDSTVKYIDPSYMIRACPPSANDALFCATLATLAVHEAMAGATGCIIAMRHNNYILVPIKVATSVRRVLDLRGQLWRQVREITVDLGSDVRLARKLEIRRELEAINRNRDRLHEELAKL
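In TEA buffer at pH 8.0 with 5 mM MgCl2, enzyme (1.25 nM) converted F6P (0.5 mM) and ATP (0.1 mM) for 45 min at room temperature. ADP product was read by luciferase luminescence.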
ELG1 genotox – inducers of genotoxicity in HEK293T ELG1-luciferase cells; AID 504466; 330,000 compounds, 1.3% hits; Potency, µM (top dose mostly 46 µM), for inactives: at the highest dose activity change, positive = activation, actives largely listed as activators; HEK293T ELG1-luciferase reporter, luminescence, 16 h; note: potency is the fitted concentration of half-maximal effect; % of control where 0% means no effect; nearly all actives have a fitted effect of over 60% in size
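Step 1: seed 2,000 HEK293T ELG1-luciferase cells per well. Step 2: add compound or DMSO, incubate 16 hr at 37 °C. Step 3: ONE-Glo, 30 min at room temperature, read luminescence.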
uPA generation – blocks generation of uPA at the cell surface; AID 540303; cell surface uPA generation assay, qHTS; 330,000 compounds, 0.31% hits; Potency, µM (highest dose often 38.3 µM), for the others: at the top dose activity change, negative = inhibition, usual class: inhibitors; active = well fitted inhibition curve with a large enough effect; inconclusive = small, poorly fitted or top-dose-only effect; inactive = no such curve, though single readings can be large or run the other way; tested in mouse RAW 264.7 cells; note: potency is the fitted concentration of half-maximal effect; % is set by controls: 0 for no effect and ±100 for the full control effect; nearly all actives have a fitted effect of over 55% in size
Rab9 prom act – Rab9 promoter activation; Huh7 Rab9 promoter-luciferase reporter, luminescence, 24 h; 320,000 compounds, 2.8% hits; AID 485297; Potency, µM (series often up to 9.22 µM), inactives show at the highest dose activation, negative = inhibition, usual class: activators; note: potency is the fitted concentration of half-maximal effect; % of control where 0% means no effect; nearly all actives have a fitted effect of over 60% in size
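Rab9 promoter-driven luciferase in stably transfected Huh7 cells; 1500 cells/well rested 2 h, exposed to compound in DMSO for 24 h at 37 °C, 5% CO2. Luminescence read 10 min after adding luciferase reagent at ambient temperature.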
Starred values were filed as active, the others as inactive; ? = inconclusive; · = no result given; [ ] = another dose, or the depositor's remark. Unless noted, calls come from the whole dose curve; as a rule, active = well fitted curve in the direction sought with a large enough effect; inconclusive = small, poorly fitted or top-dose-only effect, or another doubt; inactive = no such curve, though single readings can be large; an effect the other way counts as inactive or inconclusive.

The line under a structure holds: FLuc modulator	RORgamma inh	Giardia kill	NPC1 prom act	KCNH2 3.1 inh	Coupling enz	Gal4-VP16 FLuc	Tb PFK block	ELG1 genotox	uPA generation	Rab9 prom act
O=C(C1=C(O)C(=O)N(CCCN2CCOCC2)C1c1ccc(Cl)cc1)c1cc2ccccc2o1 (stereo not given)
→ -4%	19%	5	4%	-4	16	-4%	1%	2%	-10%	-1%
CCOc1ccc(NC(=O)NNC(=O)c2cc3ccccc3cc2O)cc1
→ 2%	3%	8	-3%	-4	2	-9%	-7%	4%	4%	14%
CC(=O)Nc1nnc(-c2ccccn2)o1
→ 0%	12%	14	1%	8	0	0%	0%	-1%	0%	1%
O=C(COC(=O)c1ccc2c(=O)n3c(nc2c1)CCC3)Nc1ccccc1F
→ 1%	-5%	8	-4%	19	4	-14%	2%	-1%	-19%	-6%
CC12CN(C(=O)c3ccc(Cl)cc3)C3(C#N)CC1CCC23C (stereo not given)
→ 5%	-7%	6	-3%	-10	6	9%	8%	2%	4%	7%
O=C1/C(=C/c2ccsc2)N2CCC1CC2
→ 0%	11%	21	-1%	2	3	-15%	1%	1%	1%	1%
O=[N+]([O-])c1cccc(-c2nnc3c4ccccc4c4ccccc4n23)c1
→ 10%	3%	-5	0%	14	5	-5%	2%	-1%	3%	-3%
CCOC(=O)c1ccc2c(c1)NC(=O)C(N1CCN(c3ccc(OC)cc3)CC1)S2 (stereo not given)
→ 1%	-27%	-8	-2%	8	3	-6%	1%	0%	-5%	-6%
CCCOC(=O)/C(=C\c1ccc([N+](=O)[O-])o1)NC(=O)c1ccccc1
→ 0%	-30%	?	0%	-10	-1	0%	3%	-5%	-11%	-2%
Cc1ccn2cc(CCNS(=O)(=O)c3ccc4c(c3)CCCC4)nc2c1
→ 1%	17%	16	-5%	1	1	1%	-5%	-4%	13%	-4%
O=C(CN1CCCN(S(=O)(=O)c2ccc(F)cc2)CC1)Nc1cccc(F)c1
→ 2%	?	1	2%	5	2	-13%	-1%	-10%	-1%	4%
O=C(Cc1n[nH]c(=O)c2ccccc12)OCC(=O)c1ccccc1
→ 1%	·	5	2%	-5	·	·	-6%	2%	-18%	-8%
COc1ccc(NC(=S)NC(C)c2ccncc2)cc1OC (stereo not given)
→ 0%	4%	2	0%	18	-1	2%	-6%	1%	0%	0%
Nc1nc(-c2ccccc2)c(-c2ccc([N+](=O)[O-])cc2)s1
→ -1%	34%	8	-13%	-16	0	0%	-8%	-17%	-23%	-5%
O=C1C(Cl)=C(N2CCOCC2)C(=O)N1c1ccccc1Cl
→ 0%	-44%	5	0%	-3	-4	-13%	2%	0%	·	1%
O=c1c2ccccc2nnn1CSc1nnc(-c2ccc3c(c2)OCO3)o1
→ 6.7µM*	0%	25	?	1	5	-1%	4%	?	3%	?
Cc1cc(C)n(C(C)CNS(=O)(=O)c2ccc(Cl)cc2)n1 (stereo not given)
→ 2%	-24%	-23	1%	-8	3	-16%	-1%	0%	4%	-4%
CCOc1cc(C(=O)NCCOC)ccc1OC
→ 4%[2.3 µM]	1%	-15	0%	-31	2	8%	-10%	1%	-5%	7%
COc1ccc(NC(=O)/C(=C\c2cc(OC)c(OC)cc2[N+](=O)[O-])NC(=O)c2ccccc2)cc1
→ 7%	8%	21	-5%	3	0	-7%	-2%	2%	2%	3%
O=S(=O)(Nc1ccc(Cl)cc1)c1cccc2nsnc12
→ -1%	11%	11	-7%	23	0	-7%	11%	-1%	-3%	-6%
COc1cccc(N(CC(=O)NCCSc2ccccn2)S(=O)(=O)c2ccccc2)c1
→ 1%	5%	14	0%	4	3	-10%	-2%	-3%	-2%	7%
Cc1ccc(-c2noc(CCC(=O)NCCCN3CCN(c4ccc(F)cc4)CC3)n2)cc1
→ 1%	-7%	17	0%	-24	3	?	1%	-5%	1%	-7%
COc1ccc(NC(=O)[C@H](NC(=O)[C@@H]2Cc3ccccc3CN2)c2ccccc2)cc1
→ 0%	13%	-25	-14%	-3	·	2%	-2%	2%	-4%	2%
CCOc1ccc(N(CC(=O)NC2CCCC2)C(=O)CCC(=O)Nc2ccccn2)cc1
→ 4%	-14%	0	-1%	-7	2	-1%	-4%	2%	1%	-7%
c1ccc(OCCSc2nnnn2-c2ccccc2)cc1
→ 2.7µM*	-13%	-13	2.5µM*	-10	-3	-11%	-3%	3.7µM*	-2%	0.89µM*
CCOc1cc(/C=N/n2c(C)nc3sc(C)c(C)c3c2=O)ccc1O
→ -3%	21%	2	0%	1	1	-19%	-8%	2%	-9%	-3%
O=C(c1cc(COc2ccc(F)c(F)c2)on1)N1CCOCC1
→ ?	37%	0	?	18	·	-16%	-6%	?	7%	23%
Nc1ccccc1SCC(=O)Nc1nccs1
→ -1%	-9%	18	-7%	-3	0	-1%	-3%	-3%	·	-2%
O=C(CSc1nnnn1-c1ccccc1Cl)Nc1ccc2c(c1)OCCO2
→ ?	-8%	3	15%	3	1	?	-5%	?	8%	15%
COCCNC(=O)c1c(CSc2ccccc2)noc1C(=O)NCc1ccccc1
→ 0%	3%	4	-4%	-16	0	3%	3%	4%	-5%	-3%
O=[N+]([O-])c1ccc(C(O)CSC(=S)N2CCCCC2)cc1 (stereo not given)
→ 17µM*	?	-8	2.8µM*	18	1	4%	-11%	17%	1%	25%
Cc1ccc(Cn2c(=N)c(C(=O)NCC3CCCO3)cc3c(=O)n4cccc(C)c4nc32)cc1 (stereo not given)
→ 2%	-14%	-8	1%	-4	-2	-4%	-3%	-1%	-10%	-2%
CCOc1cc(N2CCOCC2)c(OCC)cc1NC(=O)COC(=O)c1c(CC)noc1C
→ ·	·	-3	·	-6	·	·	-1%	0%	0%	·
O=C(Nc1ccc(C(F)(F)F)cc1)c1ccccc1-n1cnnn1
→ -2%	·	-4	0%	5	·	·	0%	0%	-7%	1%
O=C(/C=C/c1ccco1)Nc1ccc2nc3n(c(=O)c2c1)CCCC3
→ ?	15%	8	27%	-8	7	-10%	-3%	4%	2µM*	?
CCCn1nc2cc(C(=O)N(CC)c3ccc(OC)cc3)ccc2c1OCC
→ 3%	-16%	7	1%	3	-3	1%	4%	1%	4%	-5%
O=C(COc1ccc(Nc2ccccc2)cc1)OCC(=O)N1CCCCC1
→ ?	-4%	34[activator]	-1%	7	-1	-1%	0%	-1%	6%	-3%
COC(=O)C1=C(C)OC(N)=C(C#N)C1c1cc2cc(C)ccc2nc1Cl (stereo not given)
→ -4%	7%	18	4%	6	-4	-11%	1%	4%	0%	1%
[O-]/[N+](=C/c1ccc(F)cc1)c1ccccc1
→ ?	-1%	-12	21%	-4	2	-5%	4%	4%	5%	21%
Cn1nnnc1SCCNC/C=C/c1ccccc1
→ 0%	12%	11	0%	15	2	-6%	1%	0%	9%	10%
CCOCCCNC(=O)C(c1ccccc1)N(Cc1cccs1)C(=O)c1ccccc1O (stereo not given)
→ -14%	27%	-6	-5%	8	-1	0%	1%	-12%	4%	-3%
Cc1ccc(N2C(=O)c3cccc4c(Oc5ccccc5[N+](=O)[O-])ccc(c34)C2=O)c(C)c1
→ 2%	16%[10 µM]	18	-16%	-22	-4	-12%	3%	-2%	4%	-13%
CN(CC(=O)NC1CCCCCC1)S(=O)(=O)c1ccc2c(c1)n(C)c(=O)c(=O)n2C
→ 0%	-1%	28	-3%	0	-1	8%	-1%	0%	15%	-13%
Cc1ccccc1N=Nc1c(C)[nH]n(C(N)=S)c1=O
→ ?	0.4µM*	-2	10%	17	2	1µM*	2%	0%	-1%	1%
S=C(NCc1ccccc1)N1CCN(c2cccc(Cl)c2)CC1
→ 6%	?	-1	-2%	-4	-2	-27%	27µM*	-2%	-2%	-2%
COC(=O)c1ccc(OC(=O)c2ccc(OC)cc2)c(OC)c1
→ ?	4%	-7	-1%	8	6	-15%	-2%	3%	2%	-4%
CC(C)(C)c1ccc(OCCC(=O)OCC(=O)NCc2ccccc2)cc1
→ 19µM*	·	16	0%	-3	·	·	-1%	6%	-5%	-6%
Cn1c(=O)c2c(SCC(=O)Nc3ccccc3F)nc(-c3ccccc3F)nc2n(C)c1=O
→ 7%	2%	-7	-4%	-13	·	3%	1%	26%	-4%	4%
CCN(CC)CCN(Cc1cc2cc3c(cc2[nH]c1=O)OCO3)C(=S)NCC(C)C
→ -1%	6%	5	-1%	-6	8	-1%	-4%	-1%	3%	0%
COc1ccc(C(=O)Nc2ccc(NC(=O)c3cccs3)cc2)cc1[N+](=O)[O-]
→ 0%	-38%	3	0%	-1	2	-9%	-7%	14%	0%	-2%
